# Compound activity deposited in PubChem by National Center for Advancing Translational Sciences (NCATS).
# JMJD2A Tudor inh: qHTS Assay for Inhibitors of JMJD2A-Tudor Domain; AlphaScreen JMJD2A-Tudor / H3K4me3 peptide binding; hit rate 4.4% among 390,000; Lysine-specific demethylase 4A (Homo sapiens), O75164; Potency, µM (top dose mostly 114 µM), for inactives: at the highest dose activity change, negative = inhibition, most hits filed as inhibitors; also: potency is read from the fitted curve at half-maximal effect; % is scaled to controls: 0 for no effect and ±100 for the full control effect; nearly all actives have a fitted effect of over 50% in size
# GLS inh: qHTS for Inhibitors of Glutaminase (GLS); AID 624170, 2012; hit rate 0.21% among 410,000; Potency, µM (doses to about 45.5 µM), inactives show at the top dose activity change, negative = inhibition, actives largely listed as inhibitors; GLS enzymatic activity, qHTS titration; also: potency is read from the fitted curve at half-maximal effect; % is scaled to controls: 0 for no effect and ±100 for the full control effect
#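 Glutamate formation by hKGA was monitored fluorometrically using coupled glutamate oxidase, HRP and Amplex Red. Substrate was added as 1 mM L-glutamine solution; incubation was 30 min at RT after an initial read.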
# Tb PGK inh: qHTS Assay to Find Inhibitors of Phosphoglycerate Kinase | Phosphoglycerate kinase, glycosomal (Trypanosoma brucei brucei), P07378 | PGK/GAPDH coupled, Kinase-Glo luminescence, 60 min | Potency, µM (doses to about 57.5 µM), inactives show at the highest dose activity change, negative = inhibition, hits mostly inhibitors | hit rate 0.043% among 380,000; also: potency is read from the fitted curve at half-maximal effect; % is scaled to controls: 0 for no effect and ±100 for the full control effect; nearly all actives have a fitted effect of over 60% in size
# Target sequence (P07378 whole entry, looked up): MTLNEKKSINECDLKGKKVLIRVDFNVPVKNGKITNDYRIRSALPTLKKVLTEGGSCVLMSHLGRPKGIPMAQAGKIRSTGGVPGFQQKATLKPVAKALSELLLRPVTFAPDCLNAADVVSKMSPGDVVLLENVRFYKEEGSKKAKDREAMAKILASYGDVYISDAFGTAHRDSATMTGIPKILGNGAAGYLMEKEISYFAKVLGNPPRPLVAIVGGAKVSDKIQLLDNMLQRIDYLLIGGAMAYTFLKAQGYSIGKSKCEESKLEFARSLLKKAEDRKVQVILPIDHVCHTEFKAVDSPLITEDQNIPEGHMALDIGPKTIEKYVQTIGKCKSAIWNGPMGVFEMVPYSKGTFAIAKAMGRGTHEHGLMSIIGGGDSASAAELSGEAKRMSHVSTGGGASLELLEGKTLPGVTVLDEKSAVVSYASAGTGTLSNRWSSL
#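 Recombinant glycosomal PGK reaction used 1,3-bisphosphoglycerate generated in-well by GAPDH (100nM final) in 100mM TEA pH 7.6, 5mM MgCl2, 0.01% Tween-20. After 60 minutes at room temperature, ATP was read by Kinase-Glo Plus luminescence end-point.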
# BAZ2B inh: qHTS Assay for Inhibitors of BAZ2B | hit rate 4.4% among 360,000 | Potency, µM (series often up to 114 µM), inactives show top-dose activity change, negative = inhibition, most hits filed as inhibitors | Bromodomain adjacent to zinc finger domain protein 2B (Homo sapiens), Q9UIF8 | AlphaScreen BAZ2B-H3K14Ac peptide displacement; also: potency is read from the fitted curve at half-maximal effect; % is scaled to controls: 0 for no effect and ±100 for the full control effect; nearly all actives have a fitted effect of over 60% in size
#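 Multi-concentration screen (max 110 uM) measuring displacement of acetylated histone H3 peptide from BAZ2B by AlphaScreen, using 50 nM protein, 50 nM peptide and 10 ug/mL streptavidin donor plus Ni-chelate acceptor beads.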
# PI4K2A block: qHTS for small molecular inhibitors of PI4K2A | Phosphatidylinositol 4-kinase type 2-alpha (Homo sapiens), Q9BTU6 | purified PI4K2A, ADP-Glo luminescence, 1 h; stronger effect = lower value | hit rate 0.13% among 420,000 | activity change, negative = inhibition, % at 76.9 µM; in the data active = activity change below about -50%; inconclusive = mostly about -30% to -49%;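 also: -100% = wells without enzyme as full effect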
#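 In this quantitative HTS, ADP production by PI4K2A was quantified luminescently after 1 h at ambient temperature; 100 microM adenosine served as plate-quality control.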
# G9a inh: qHTS Assay for Inhibitors of Histone Lysine Methyltransferase G9a; Histone-lysine N-methyltransferase EHMT2 (Homo sapiens), Q96KQ7; G9a H3K9 monomethylation, AlphaScreen, 2 h; Potency, µM (doses to about 102 µM), for inactives: at the highest dose activity, negative = inhibition, actives largely listed as inhibitors; hit rate 8.8% among 350,000; AID 504332, 2011; also: potency is read from the fitted curve at half-maximal effect; % is scaled to controls: 0 for no effect and ±100 for the full control effect; nearly all actives have a fitted effect of over 75% in size
# Target sequence (Q96KQ7 913-1193 limits assumed): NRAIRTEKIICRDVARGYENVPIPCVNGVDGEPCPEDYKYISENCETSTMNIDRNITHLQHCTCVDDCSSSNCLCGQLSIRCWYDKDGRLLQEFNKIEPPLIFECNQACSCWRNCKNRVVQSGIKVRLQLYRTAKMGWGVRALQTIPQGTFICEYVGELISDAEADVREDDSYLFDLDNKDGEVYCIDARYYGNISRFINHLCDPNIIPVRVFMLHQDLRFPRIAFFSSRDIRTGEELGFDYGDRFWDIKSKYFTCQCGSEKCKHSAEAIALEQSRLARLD
#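 Quantitative HTS format: methyltransferase activity on a biotin-tagged H3K9 peptide is measured by AlphaScreen, using a rabbit anti-monomethyl-H3K9 antibody with streptavidin donor and anti-IgG acceptor beads. Final levels are 20 nM enzyme, 500 nM peptide, 20 uM SAM; 2 h RT.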
# Pin1 inh: qHTS Assay to Find Inhibitors of Pin1 | Pin1 FP peptide displacement, HiFluor488, 10 min | AID 504891, 2011 | Peptidyl-prolyl cis-trans isomerase NIMA-interacting 1 (Homo sapiens), Q13526 | Potency, µM (top dose mostly 115 µM), without a hit: top-dose activity, negative = inhibition, hits mostly inhibitors | hit rate 0.009% among 390,000; active = well fitted inhibition curve with a large enough effect in the polarisation, with a control signal flat, not every such curve was filed as active; inconclusive = small, poorly fitted or top-dose-only effect, or effect the other way, or a change in a side signal; inactive = no such curve, though single readings can be large or run the other way; the % refers to the polarisation; also: potency is read from the fitted curve at half-maximal effect; % is scaled to controls: 0 for no effect and ±100 for the full control effect
# Target sequence (Q13526 whole entry, looked up): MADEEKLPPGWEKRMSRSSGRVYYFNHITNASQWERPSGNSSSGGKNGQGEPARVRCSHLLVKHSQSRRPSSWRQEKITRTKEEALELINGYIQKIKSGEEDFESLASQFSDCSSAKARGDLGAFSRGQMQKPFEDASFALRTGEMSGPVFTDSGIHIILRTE
# HP1b binding inh: HTS for Inhibitors of HP1-beta Chromodomain Interactions with Methylated Histone Tails; AID 540317, 2011; Chromobox protein homolog 1 (Homo sapiens), P83916; Potency, µM (series often up to 114 µM), for inactives: top-dose activity change, negative = inhibition, hits mostly inhibitors; AlphaScreen HP1-beta / biotin-H3K9me3 peptide binding; hit rate 0.56% among 390,000; also: potency is read from the fitted curve at half-maximal effect; nearly all actives have a fitted effect of over 70% in size; inactives centre near 23
# Target sequence (P83916 whole entry, looked up): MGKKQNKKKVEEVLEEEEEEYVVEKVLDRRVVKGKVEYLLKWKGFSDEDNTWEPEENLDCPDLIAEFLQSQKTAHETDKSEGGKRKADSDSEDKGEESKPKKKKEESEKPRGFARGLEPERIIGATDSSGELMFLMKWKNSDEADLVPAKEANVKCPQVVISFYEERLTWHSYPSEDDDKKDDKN
#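 Compound inhibition of the preformed complex between 50 nM HP1-beta and 50 nM biotinylated H3K9me3 peptide was read by AlphaScreen. Buffer was PBS pH 7.4 with 0.01% Tween-20. Incubations ran 30 min at room temperature, with 10 ug/mL donor/acceptor beads.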
# ERG Ets-DNA blk: qHTS for Small Molecule Inhibitors of the ERG Ets/DNA interaction. hit rate 0.028% among 370,000. Potency, µM (top dose mostly 76.9 µM), without a hit: at the highest dose FP activity, negative = inhibition, usual class: inhibitors. fluorescence polarization, His-ERG Ets domain / labelled DNA. Transcriptional regulator ERG (Homo sapiens), P11308. AID 624246, 2012; active = well fitted inhibition curve with a large enough effect in the polarisation, with a control signal flat; inconclusive = small, poorly fitted or top-dose-only effect, or effect the other way, or a change in a side signal; inactive = no such curve, though single readings can be large or run the other way; the % refers to the polarisation;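 also: polarization taken with two DNA probes labelled with fluorescein and Texas red; potency is read from the fitted curve at half-maximal effect; % of control where 0% means no effect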
#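 His-tagged ERG Ets domain (1 uM in the protein solution; 300mM KCl, 50mM Tris-HCl, 1mM EDTA, 1mM DTT, pH 7.5) received compound, then a probe mix of 5 nM fluorescein-DNA and 100nM Texas-615-DNA. Fluorescence polarization was read for both dyes.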
# * marks the source's active call; other numbers are inactive results; i = inactive; ? = inconclusive; . = not tested or not shown; & = joins results of further samples; [ ] = remark or other dose. Unless noted, calls follow the shape of the dose curve; as a rule, active = well fitted curve in the direction sought with a large enough effect; inconclusive = small, poorly fitted or top-dose-only effect, or another doubt; inactive = no such curve, though single readings can be large; an effect the other way counts as inactive or inconclusive.
JMJD2A Tudor inh,GLS inh,Tb PGK inh,BAZ2B inh,PI4K2A block,G9a inh,Pin1 inh,canonical_smiles,HP1b binding inh,ERG Ets-DNA blk
5.6µM*,-2%,.,79µM*,7,10µM*,-8%,CCCS(=O)(=O)N1CCN(CCCc2ccccc2)CC1,?,3%
-35%,27%,-2%,.,5,.,-6%,COc1cccc(C(C)=C2SC(=S)NC2=O)c1,?,15%
-10%,3%,-3%,-6%,1,10%,0%,O=C(Nc1cc2cccc([N+](=O)[O-])c2oc1=O)c1cccs1,24%,2%
-5%,-2%,-3%,6%,-1,-2%,0%,COc1ccc(NC(=O)/C(=C\c2ccncc2)NC(=O)c2ccccc2)cc1,37%,-12%
-29%,-1%,-9%,2%,-3,?,-1%,CC(OC(=O)c1cc(S(=O)(=O)Nc2ccc(F)cc2)ccc1Cl)C(=O)Nc1ccc2c(c1)OCCO2 (centres undefined),7%,3%
-6%,22%&14%,-1%,-10%,-7&-1,8%,-8%,COc1cccc(Cn2nnc3c(=O)[nH]c(C4CCCN(C(=O)c5ccccc5Cl)C4)nc32)c1 (centres undefined),17%&30%,8%&-2%
-3%,10%,-4%,-41%,-7,?,1%,COc1ccc(CC(NC(C)=O)C(=O)NC2CCN(S(=O)(=O)c3ccccc3)CC2)c(OC)c1 (centres undefined),3%,-1%
-12%,-11%,i,-3%,1,-31%,-5%,CCOc1ccc(NC(=O)CN(C)C(=O)c2cc(C)oc2C)cc1OCC,22%,-5%
-12%,-1%,1%,-4%,5,5%[0.501 µM],-2%,CC(C)CN(C(=O)c1cccc(S(=O)(=O)N2CCN(C)CC2)c1)C1CCS(=O)(=O)C1 (centres undefined),8%,-1%
-14%,7%,0%,-4%,2,15%,1%,CCOc1ccc(NC(=O)CN(C)C(=O)c2ccc(C)o2)cc1OCC,8%,1%
-20%,-6%,10%,-13%,0,-4%[59 µM],32%[activator],Cc1nc2ccccc2c(=O)n1NC(=O)c1c(O)c2c(n(CC(C)C)c1=O)CCCC2,40%,2%
-21%,4%,-8%,-2%,-4,?,33%[activator],O=C(Nc1nc2ccccc2s1)c1cc(-c2ccccc2)nn1-c1ccccc1,16%,-2%
-10%,0%,7%,?,-4,50µM*,-5%,CC1C/C(=C/c2ccccn2)C(=O)/C(=C/c2ccccn2)C1 (centres undefined),10%,-1%
249%[activator],12%,i,107%[activator],-4,.,1%,O=C1Cc2ccccc2Sc2ccc(Cl)cc21,381%[activator],-3%
-8%,14%,5%,-5%,-3,24%,-6%,COc1ccc(NS(=O)(=O)c2cccc(C(=O)NC3CCC(O)CC3)c2)cc1 (centres undefined),39%,-3%
-15%,7%,3%,-12%,-3,-5%[59 µM],1%,CCC/C(=N/NC(=O)c1cccc(Cl)c1)c1ccccc1,18%,1%
-5%[11.4 µM],4%,i,-5%,2,15%,-10%,COc1ccc(NC(=O)CNC(=O)c2cccs2)cc1Cl,42%[activator],-1%
-17%,7%,i,5%,2,26%,1%,CCN(c1ccccc1)S(=O)(=O)c1cc(C(=O)NCc2ccccn2)ccc1C,26%,11%
-7%,3%,-1%,?,-1,3%[12.7 µM],2%,COc1ccc(-c2nc(C(=O)NCC3CCCO3)cc3c2[nH]c2ccccc23)cc1 (centres undefined),25%,-3%
-10%,6%,3%,10%,-1,-1%[12.7 µM],0%,CC(C)Cn1c2ccccc2c2cc(C(=O)O)ccc21,20%,7%

# Among those listed so far, two have a thiophene ring, fused or not.
JMJD2A Tudor inh,GLS inh,Tb PGK inh,BAZ2B inh,PI4K2A block,G9a inh,Pin1 inh,canonical_smiles,HP1b binding inh,ERG Ets-DNA blk
-10%,3%,-3%,-6%,1,10%,0%,O=C(Nc1cc2cccc([N+](=O)[O-])c2oc1=O)c1cccs1,24%,2%
-5%[11.4 µM],4%,i,-5%,2,15%,-10%,COc1ccc(NC(=O)CNC(=O)c2cccs2)cc1Cl,42%[activator],-1%

# A second format for some results above:
mol | JMJD2A Tudor inh | GLS inh | Tb PGK inh | BAZ2B inh | PI4K2A block | G9a inh | Pin1 inh | HP1b binding inh | ERG Ets-DNA blk
O=C(Nc1nc2ccccc2s1)c1cc(-c2ccccc2)nn1-c1ccccc1 | -21% | 4% | -8% | -2% | -4 | ? | 33%[activator] | 16% | -2%
CC1C/C(=C/c2ccccn2)C(=O)/C(=C/c2ccccn2)C1 (centres undefined) | -10% | 0% | 7% | ? | -4 | 50µM* | -5% | 10% | -1%
O=C1Cc2ccccc2Sc2ccc(Cl)cc21 | 249%[activator] | 12% | i | 107%[activator] | -4 | . | 1% | 381%[activator] | -3%

# Remaining list, next part
JMJD2A Tudor inh,GLS inh,Tb PGK inh,BAZ2B inh,PI4K2A block,G9a inh,Pin1 inh,canonical_smiles,HP1b binding inh,ERG Ets-DNA blk
2.2µM*,8%,-6%,50µM*,4,50µM*,-2%,c1ccc(CCN(Cc2ccccc2)C2CCN(C3CCCC3)CC2)cc1,?,9%
14%,-7%,i,1%,-6,20%,-2%,COc1ccc(Cl)cc1Nc1nc(C)nc2c1nnn2Cc1ccccc1,26%,-13%
-12%,1%,7%,.,-10,-3%[59 µM],0%,CC(C)OCCCNC(=O)CSc1c2c(nc3ccc(Cl)cc13)CCCC2,23%,1%
-6%,4%,0%,2%,-1,-11%[59 µM],-3%,COc1ccc(S(=O)(=O)Nc2ccc(S(=O)(=O)NCC3CCCO3)cc2)cc1 (centres undefined),44%[activator],-1%
-19%,0%,-2%,-7%,-1,0%[12.7 µM],0%,Cc1cnc(C(=O)OCC(=O)c2ccc(C)s2)cn1,29%,16%
-31%,5%,-7%,.,1&2,.,-8%,CC1=C(C/C=C(\C)CCC[C@H](C)CCC[C@H](C)CCCC(C)C)C(=O)c2ccccc2C1=O,9%,7%
?,15%,-4%,?,-3,.,-1%,COc1ccc(NC(=O)N2CCN(c3cccc(C(F)(F)F)c3)CC2)cc1OC,-16%,-6%
3%,-1%,-4%,-2%,3,7%[59 µM],-3%,O=C(NCCCN1CCCC1=O)c1cccc(S(=O)(=O)N2CCCCC2)c1,34%,-13%
-1%,0%,1%,-3%,1,-29%,?,C=CCN(c1ccc(Cl)cc1)S(=O)(=O)c1cccc(C(=O)OCC(=O)N(C)C)c1,50%[activator],-2%
-21%,0%,-9%,-1%,-2,12%,-3%,C[C@H]1CN=C(Nc2ccccc2)N1CCCC1CCCCC1,62%[activator],-8%
-16%,-4%,4%,3%,-2,?,-1%,Cc1cc2nc(-c3ccccc3)cc(=O)n2[nH]1,14%,-2%
-10%,-5%,-6%,-14%,-4,-9%,-4%,Cc1c(CCO)c(=O)oc2n[nH]c(-c3ccccc3)c12,22%,-11%
4%,2%,-2%,10%,2,9%[12.7 µM],-12%,CCOC(=O)NCC(C#CCN(CC)CC)N(CC)CC (centres undefined),20%,12%
-27%,15%,-4%,-6%,0,13%[0.501 µM],-4%,CCOC(=O)c1nn(-c2ccc(C)cc2)c(=O)cc1OCC(=O)N1CCN(c2ccccc2)CC1,-2%,3%
-13%,1%,2%,-23%,-4,-4%[59 µM],5%,COc1ccc(NC(=O)C2CCCN(C(=O)c3cnn(-c4ccc(F)cc4)c3-n3cccc3)C2)cc1 (centres undefined),21%,0%
-21%,-13%,-4%,-29%,-6,35µM*,1%,CCOC(=O)c1c(C)oc2c1cc(NS(=O)(=O)c1ccc(C(=O)O)cc1)c1ccccc12,-22%,1%
-9%,4%,i,6%,0,-17%,-4%,Cc1cc(C)c(NC(=O)CSc2nc3ccc(NC(=O)CSc4nnnn4-c4ccccc4)cc3s2)c(C)c1,23%,.
-4%,-8%,i,6%,0,?,-7%,CC(=O)c1ccc(OCCCC(=O)NNC(=O)c2ccccn2)cc1,59%[activator],0%
-12%,1%,-8%,-38%,11,.,15%,O=C(O)/C=C/c1cn(Cc2ccccc2)nc1-c1cccnc1,29%,4%
-22%,13%,-4%,.,-4,.,-17%,O=C1CC/C=C\C[C@@H](CC(=O)N(CCO)Cc2ccccc2)C(=O)NC[C@@H](c2ccccc2)O1,36%,-8%
-8%,-16%,-1%,10%,-2,13%,0%,CC(=O)Nc1c(S(=O)(=O)c2ccccc2)c2nc3ccccc3nc2n1Cc1ccccc1,55%,-3%
0%,-28%,7%,3%,-3,26%,-3%,COCCNC(=O)C(c1ccc(F)cc1)N(CCOC)C(=O)CCC(=O)Nc1ccccn1 (centres undefined),19%,-9%
6%,-7%,-8%,-22%,-2,-3%,-3%,Cc1cc2occ(CC(=O)O)c2cc1C,37%[activator],-5%

# The order is random. About 11% of those tested had a hit in this group.
